Screening data from PubChem.
KB-3-1 tox: qHTS assay for MDR1-selective chemotherapeutics: Primary screen using the parental adenocarcinoma cell KB-3-1; hit rate 1.4% among 400,000; Potency, µM (doses to about 46.1 µM), for inactives: at the top dose activity change, negative = cytotoxic, hits mostly cytotoxic; KB-3-1 viability, CellTiter-Glo ATP luminescence, 72 h; further: potency means the concentration at half of the fitted maximal effect; on the % scale 0 is the no-effect control and ±100 the full control effect; nearly all actives have a fitted effect of over 60% in size
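Luminescent ATP read-out (CellTiter-Glo) measures survival of drug-naive KB-3-1 cells after 72 h compound exposure at 37 °C. Titration series was screened from lowest to highest concentration, with DMSO vehicle plates as background controls.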
S2 tox: Viability Counterscreen for Primary qHTS for Inhibitors of ATXN expression; S2 cells (HEK-293 line with an ATXN2-luciferase reporter) viability, CellTiter-Fluor protease fluorescence, 24 h; Potency, µM (top dose mostly 56.7 µM), usual class: cytotoxic; hit rate 0.49% among 400,000; further: potency means the concentration at half of the fitted maximal effect; nearly all actives have a fitted effect of over 40% in size
HepG2 viability: qHTS for Inhibitors of TGF-b: Cytotox Counterscreen. HepG2 CAGA-GFP viability, ATP luminescence, 18 h. Potency, µM (doses to about 46.1 µM), inactives show top-dose activity change, negative = cytotoxicity, actives largely listed as cytotoxic. hit rate 0.76% among 410,000; further: potency means the concentration at half of the fitted maximal effect; some results filed as inactive show a strong effect at the top dose
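HepG2 CAGA-GFP cells (1000/well, DMEM with 1% FBS) received compound, then TGF-beta at 500 pg/mL final, and were incubated 18 hours at 37 degrees C. Viability was read by CellTiter-Glo luminescence. Media-only wells were set as complete cell-killing and DMSO as no toxicity.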
SW480 rerep: A quantitative high throughput screen for small molecules that induce DNA re-replication in SW480 colon adenocarcinoma cells | SW480 DNA re-replication, Hoechst DNA content imaging, 48 h | Potency, µM (doses to about 46.1 µM), inactives show top-dose re-replication activation, hits mostly activators | hit rate 1.8% among 340,000; further: potency means the concentration at half of the fitted maximal effect; % of control where 0% means no effect; nearly all actives have a fitted effect of over 55% in size
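250 cells/well; 23 nL cpd via pin tool; 48 hr, 37 C, 5% CO2; Hoechst 40 min; imager read of total nuclear intensity, ex 405/em 500-530 nm.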
MCF10A rereplic: A quantitative high throughput screen for small molecules that induce DNA re-replication in MCF 10a normal breast cells | MCF 10A DNA re-replication, Hoechst nuclear intensity, 48 h | Potency, µM (doses to about 46.1 µM), without a hit: at the highest dose activity, positive = re-replication, usual class: activators | hit rate 2.9% among 350,000; further: potency means the concentration at half of the fitted maximal effect; % of control where 0% means no effect; nearly all actives have a fitted effect of over 50% in size
ATXN2 expr inh: Primary qHTS for Inhibitors of ATXN expression. HEK-293 ATXN2-luciferase reporter, luminescence, 24 h. Potency, µM (doses to about 57 µM), for inactives: at the highest dose activity change, negative = inhibition, hits mostly inhibitors. hit rate 0.72% among 360,000. AID 1745845, 2022; further: potency means the concentration at half of the fitted maximal effect; on the % scale 0 is the no-effect control and ±100 the full control effect; nearly all actives have a fitted effect of over 55% in size
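ATXN2-luciferase reporter cells (luciferase flanked by upstream and downstream ATXN2 gene portions) were treated 24 h at 37 °C with compounds at up to 57 uM. SteadyGlo luminescence gave expression; GF-AFC fluorescence gave viability.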
HT1080NT lethal: qHTS for induction of synthetic lethality in tumor cells producing 2HG: qHTS for the HT-1080-NT fibrosarcoma cell line; Potency, µM (highest dose often 46.1 µM), for inactives: at the highest dose activity, negative = less viability, most hits filed as cytotoxic; hit rate 1.6% among 360,000; HT-1080-NT fibrosarcoma viability, CellTiter-Glo ATP luminescence, 48 h;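 further: NT is the 2HG producing partner of a matched IDH1 knockdown line; potency means the concentration at half of the fitted maximal effect; 0% = DMSO-treated cells and -100% = media-only wells without cells; nearly all actives have a fitted effect of over 55% in size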
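Viability by CellTiter-Glo luminescence after 48 h compound exposure at 37C of HT-1080-NT cells (750/well, RPMI, 5% FBS). % activity scaled between DMSO wells and medium-only wells, then curve-fitted and categorized by curve class.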
IL1B secr inh: qHTS for Inhibitors of Inflammasome Signaling: IL-1-beta AlphaLISA Primary Screen. THP-1 LPS/ATP IL-1B secretion, AlphaLISA, 16 h; hits give low values. activity change, % at 57.5 µM. hit rate 4.7% among 360,000; in the data active means activity change below about -50%; inconclusive means mostly about -30% to -49%; further: on the % scale 0 is the no-effect control and ±100 the full control effect
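THP-1 cells pretreated 1 hr with compounds (up to 57.5 uM final), then stimulated with LPS (250 ng/mL final) plus ATP (1.25 mM final); secreted IL-1B measured by AlphaLISA after 16 hr, decreased signal indicating inhibition.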
HT1080 IDH1KD tx: qHTS for induction of synthetic lethality in tumor cells producing 2HG: qHTS for the HT-1080-IDH1KD cell line; HT-1080 IDH1 knockdown viability, ATP luminescence, 48 h; Potency, µM (highest dose often 46.1 µM), without a hit: top-dose activity, negative = toxicity, hits mostly cytotoxic; hit rate 2% among 360,000; AID 686971, 2013;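 further: potency means the concentration at half of the fitted maximal effect; 0% = DMSO wells and -100% = cell-free medium wells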
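% activity derives from luminescence (CellTiter-Glo), normalised to DMSO and no-cell wells. HT-1080-IDH1KD cells, 750/well, had 48 h compound exposure at 37 °C.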
An asterisk follows results filed as active; i = inactive; ? = inconclusive; nt = no result given; & = joins results of further samples; [ ] = dose if it differs, or a comment. Unless noted, the call rests on the fitted dose curve; in most records, active means well fitted curve in the direction sought with a large enough effect; inconclusive means small, poorly fitted or top-dose-only effect, or another doubt; inactive means no such curve, though single readings can be large; an effect the other way counts as inactive or inconclusive.

SMILES	KB-3-1 tox	S2 tox	HepG2 viability	SW480 rerep	MCF10A rereplic	ATXN2 expr inh	HT1080NT lethal	IL1B secr inh	HT1080 IDH1KD tx
CN1C2CCC1C(COC(=O)c1ccccc1)C(O)C2 (stereo not given)	15%	i	0%	10%	-4%	-16%	20%	22	2%
CCc1ccc(CN2CCCC(C(=O)c3sccc3C)C2)o1 (stereo not given)	-5%	i	-5%	5%	?	-14%	-1%	6	-1%
CCOC(=O)[C@]12Cc3c(cc(OC)c(OC)c3OC)[C@H]1N(C1CCCCC1)C(=O)c1ccccc12	3.3µM*	8.9µM*	nt	nt	nt	6.3µM*	3.3µM*	-113*	2.9µM*
N#CC1=C(N)Oc2c(c(=O)sc3ccccc23)C1c1cccnc1 (stereo not given)	?	?	-32%	15µM*	8.2µM*	-18%	3.3µM*	23	4.6µM*
CCN(CC)C(=O)c1ccc(NC(=O)c2cc(-n3cnnc3)ccc2Cl)cc1	5%	i	-1%	-10%	-2%	0%	1%	4	-8%
CC1CC(OC(=O)c2ccccc2)(c2ccccc2)C(C)CN1C (stereo not given)	-1%	i	-159%	-88%[inhibitor]	3%	-29%	-18%	?	0%
C[C@]12CC[C@H](O)CC1=CCC1C2CC[C@]2(C)C(=O)[C@H](Br)CC12 (stereo not given in full)	7%	?	0%	17%	?	-14%	4%	-106*	-12%
Cc1cc(OC(=O)c2cccs2)c2c3c(c(=O)oc2c1)CCCC3	-17%	i	-5%	16%	8%	-24%	12%	?	9%
COC(=O)C1=C(c2cc3ccccc3s2)C[C@@H]2CC[C@H]1N2C(=O)NCc1ccc(F)cc1	0%	?	-39%	-2%	?	?	-3%	?	?
C[C@H]1CC[C@@H]2[C@@H](C)[C@H]3[C@H](C[C@H]4[C@@H]5CC=C6C[C@@H](O[C@@H]7O[C@H](CO)[C@H](O)[C@H](O[C@@H]8O[C@H](CO)[C@@H](O)[C@H](O)[C@H]8O)[C@H]7O[C@@H]7O[C@@H](C)[C@H](O)[C@@H](O)[C@H]7O)CC[C@]6(C)[C@H]5CC[C@]34C)N2C1	-3%	nt	13µM*	?	3%&16%	?	3%	-98*	-11%
CC(C)c1ccc(OCC(=O)N2CCCN(C)CC2)cc1	3%	i	-2%	?	?	17%	8%	-17	6%
COC(=O)C(O)(c1c(C)[nH]n(-c2ccccc2)c1=O)C(F)(F)F (stereo not given)	-2%	i	6%	-2%	6%	0%	0%	6	-1%

Single values from the entries so far.
KB-3-1 tox result of `CCOC(=O)[C@]12Cc3c(cc(OC)c(OC)c3OC)[C@H]1N(C1CCCCC1)C(=O)c1ccccc12` is entered as 3.3µM*
KB-3-1 tox result of `CN1C2CCC1C(COC(=O)c1ccccc1)C(O)C2` (stereo not given) is entered as 15%
SW480 rerep result of `Cc1cc(OC(=O)c2cccs2)c2c3c(c(=O)oc2c1)CCCC3` is entered as 16%
SW480 rerep result of `C[C@]12CC[C@H](O)CC1=CCC1C2CC[C@]2(C)C(=O)[C@H](Br)CC12` (stereo not given in full) is entered as 17%
HT1080NT lethal result of `CC(C)c1ccc(OCC(=O)N2CCCN(C)CC2)cc1` is entered as 8%

(further entries)
SMILES	KB-3-1 tox	S2 tox	HepG2 viability	SW480 rerep	MCF10A rereplic	ATXN2 expr inh	HT1080NT lethal	IL1B secr inh	HT1080 IDH1KD tx
CCOc1cc(C(=O)N2CCC3(CC2)OCCO3)cc(OCC)c1OCC	7%	i	3%	-1%	4%	0%	5%	0	1%
COc1ccc(C(=O)c2nc3ccccc3n2C(C)C)cc1OC	1%	i	-12%	-23%	-2%	-9%	-4%	-12	-2%
CCCCNC(=O)c1cc(-c2cccnc2)nc2ccc(S(=O)(=O)NCCCC)cc12	-1%	?	-5%	nt	nt	-12%	nt	nt	nt
O=C(CN1CCCC1=O)Nc1ccccc1	3%	i	-2%	-7%	-1%	1%	12%	-4	-3%[9.24 µM]
OC(CN1CCOCC1)c1csc2ccccc12 (stereo not given)	-1%	i	9%	-16%	-3%	-12%	0%	12	12%
Cc1ccc(S(=O)(=O)NCCC(=O)Nc2ccc(Cl)cc2C(=O)c2ccccc2)cc1	-2%	i	-20%	1%	5%	-14%	-28%	?	-24%
C=Cn1ccnc1P(=S)(c1ccccc1)c1nccn1C=C	?	i	12%	5%	-7%	nt	-2%	0	-1%
COc1ccc(C2SCC(=O)Nc3c2c(=O)[nH]n3C2CCCCC2)cc1 (stereo not given)	8%	i	-4%	4%	0%	14%	3%	5	-2%
COc1ccc(Oc2c(C)oc3cc(OC(=O)N(C)C)ccc3c2=O)cc1	13%	i	1%	-8%	-3%	-11%	14%	-5	10%
Oc1ccccc1-[n+]1c(-c2ccccc2)cc(-c2ccccc2)c(O)c1-c1ccccc1	1%	i	-26%	2%	?	-4%	-15%	4	-5%
O=c1[nH]c(=O)n(CCc2ccccc2)c(O)c1C=NCCN1CCNCC1	-10%	i	-6%	-9%	-3%	5%	0%	-13	1%
Cc1cc(OCC(=O)N2CCN(CCc3ccncc3)CC2)ccc1Cl	0%	i	-26%	nt	nt	-2%	nt	nt	nt

3 entries drawn at random from those above, as already listed:
SMILES	KB-3-1 tox	S2 tox	HepG2 viability	SW480 rerep	MCF10A rereplic	ATXN2 expr inh	HT1080NT lethal	IL1B secr inh	HT1080 IDH1KD tx
O=C(CN1CCCC1=O)Nc1ccccc1	3%	i	-2%	-7%	-1%	1%	12%	-4	-3%[9.24 µM]
Oc1ccccc1-[n+]1c(-c2ccccc2)cc(-c2ccccc2)c(O)c1-c1ccccc1	1%	i	-26%	2%	?	-4%	-15%	4	-5%
CCCCNC(=O)c1cc(-c2cccnc2)nc2ccc(S(=O)(=O)NCCCC)cc12	-1%	?	-5%	nt	nt	-12%	nt	nt	nt

In a second layout: results already given.
SMILES | KB-3-1 tox | S2 tox | HepG2 viability | SW480 rerep | MCF10A rereplic | ATXN2 expr inh | HT1080NT lethal | IL1B secr inh | HT1080 IDH1KD tx
C=Cn1ccnc1P(=S)(c1ccccc1)c1nccn1C=C | ? | i | 12% | 5% | -7% | nt | -2% | 0 | -1%
Oc1ccccc1-[n+]1c(-c2ccccc2)cc(-c2ccccc2)c(O)c1-c1ccccc1 | 1% | i | -26% | 2% | ? | -4% | -15% | 4 | -5%

Next part:
SMILES	KB-3-1 tox	S2 tox	HepG2 viability	SW480 rerep	MCF10A rereplic	ATXN2 expr inh	HT1080NT lethal	IL1B secr inh	HT1080 IDH1KD tx
O=C(O)c1c[nH]c2ccc(S(=O)(=O)N(CCCl)CCCl)cc12	2%	i	5%	-1%	0%	-1%	5%	0	2%
c1ccc(CCNCc2cccnc2)cc1	-2%	i	-2%	28%	0%	3%	8%	0	8%
C[C@H]1CN([C@@H](C)CO)C(=O)c2cc(NC(=O)Nc3cccc4ccccc34)ccc2O[C@@H]1CN(C)Cc1ccc(-c2ccccc2)cc1	-3%	?	-35%	57%	-28%	-11%	-30%	1	-1%
COc1ccc2c(c1)C1(C(=O)O)CC=CCC1(C(=O)O)C2 (stereo not given)	-1%	i	-5%	0%	3%	12%	18%	16	14%
O=C1/C(=C\c2ccccc2)C2OCC=C3CN4CCC56c7ccccc7N1C5C2C3CC46 (stereo not given)	-4%	i	-19%	-4%	0%	nt	-20%	-4	-10%
O=[N+]([O-])c1cc([As](=O)(O)c2ccc(O)c([N+](=O)[O-])c2)ccc1O	-11%	i	5%	8%	18%	0%	15%	17	3%
Cc1c(C(=O)c2cccc3ccccc23)c2cccc3c2n1[C@H](CN1CCOCC1)CO3	?	?	-45%	?	?	?	15µM*	-27	9.2µM*
CCN(CC)C(=O)c1ccc(NC(=O)CCn2nc(-c3ccc(Cl)cc3)c3ccccc3c2=O)cc1	0%	?	8%	nt	nt	?	nt	nt	nt
O=C(Oc1ccc(Br)cc1)C1CC(=O)N(c2ccc(F)cc2)C1 (stereo not given)	5%	i	-20%	-5%	?	-2%	3%	36	3%[9.24 µM]
C=CCN1CC[C@]23c4c5ccc(O)c4O[C@H]2/C(=N/NC(=O)c2ccccc2)CC[C@@]3(O)[C@H]1C5	0%	i	-4%	-49%[inhibitor]	?	3%	-5%	-1	0%
Cc1ccccc1C1=NCC(=O)N(CC(=O)NCc2ccco2)c2sc3c(c21)CCCC3	-4%	?	-44%	-2%	?	?	0%	-71*	-19%
CCN1C(=O)C(=Cc2c(C)n(CC(=O)NCC3CCCO3)c3ccccc23)C(=O)N(CC)C1=S (stereo not given)	14%	i	-12%	-10%	9%	-13%	-16%	?	-8%
CN1CCc2cc(Cl)c(O)cc2[C@H]2c3ccccc3CC[C@@H]21	nt	?	nt	2%	2%	0%	nt	nt	nt
COC(=O)C1=C(c2ccccc2)C[C@@H]2CC[C@H]1N2C(=O)NCc1ccccc1	-4%	i	-8%	3%	3%	7%	0%	13	0%
Cc1ccc(CNC(=O)C2CCN(S(=O)(=O)c3c(C)noc3C)CC2)cc1	-1%	?	0%	0%	1%	-7%	-27%	3	-23%
COc1ccc(NC(=O)C(=O)NNC(=O)C(C)Oc2ccc(Cl)cc2Cl)cc1 (stereo not given)	6%	i	-22%	?	?	-17%	-10%	16	-20%
CCOP(=O)(Cc1ccc(C(=O)CC)o1)OCC	10%	i	0%	?	3%	-3%	5%	15	12%
COc1ccc(-c2ccc(OC)c(OC)c2OC)cc1	?	i	1%	3.7µM*	4.6µM*	12%	?	36	?

This is a subset. The share of hits here may be higher or lower than overall.
